dFosB act – activators of delta FosB homodimer, primary screen, biochemical, fluorescence polarization, TAMRA-CDK5 oligo, single point; purified delta FosB; percent of positive-control signal above neutral wells; activation, % at 25 µM; 340,000 tested, 0.99% active; AID 493131, 2011;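 active = mean activation above about 17%, with every replicate also reaching it, limit read from the data, passing the limit was not always enough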;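 also: fluorescence polarization rise as delta FosB binds a TAMRA Cdk5 AP-1 oligo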
Target sequence (P13346 whole entry, looked up): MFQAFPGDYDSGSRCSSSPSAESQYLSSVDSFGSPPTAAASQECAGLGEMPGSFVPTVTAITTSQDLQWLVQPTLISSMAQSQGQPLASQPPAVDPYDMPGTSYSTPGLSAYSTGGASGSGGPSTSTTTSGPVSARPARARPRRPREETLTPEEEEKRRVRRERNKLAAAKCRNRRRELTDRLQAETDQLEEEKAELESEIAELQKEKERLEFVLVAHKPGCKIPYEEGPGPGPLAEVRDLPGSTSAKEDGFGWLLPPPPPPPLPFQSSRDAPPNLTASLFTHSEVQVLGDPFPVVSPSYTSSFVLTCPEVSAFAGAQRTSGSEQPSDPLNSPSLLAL
CAL PDZ FP-1 – untagged CAL PDZ binding inhibitors, primary screen, biochemical, fluorescence polarization, HTS; Golgi-associated PDZ and coiled-coil motif-containing protein (Homo sapiens), Q9HD26; purified CAL PDZ, TMR-peptide fluorescence polarization, 1 h; inhibition, % at 24.9 µM; 300,000 tested, 0.92% active; AID 602252, 2012;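 active = mean inhibition of at least 30% with at least half of replicates also reaching 30%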;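 also: 0% = DMSO neutral control and 100% = excess unlabeled competitor peptide PRC23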
Rtt109 HAT inh – inhibitors of C. albicans Rtt109/Vps75 HAT, primary screen, biochemical, ThioGlo CoA-SH fluorescence, plate reader | Histone acetyltransferase RTT109 (Candida albicans (strain SC5314 / ATCC MYA-2876)), … | purified Rtt109/Vps75, 4 h | inhibition, % at 34.9 µM | 330,000 tested, 0.16% active | AID 540336, 2011;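 active = inhibition of at least 50% in every replicate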
Target sequence (Q5AAJ8 whole entry, looked up): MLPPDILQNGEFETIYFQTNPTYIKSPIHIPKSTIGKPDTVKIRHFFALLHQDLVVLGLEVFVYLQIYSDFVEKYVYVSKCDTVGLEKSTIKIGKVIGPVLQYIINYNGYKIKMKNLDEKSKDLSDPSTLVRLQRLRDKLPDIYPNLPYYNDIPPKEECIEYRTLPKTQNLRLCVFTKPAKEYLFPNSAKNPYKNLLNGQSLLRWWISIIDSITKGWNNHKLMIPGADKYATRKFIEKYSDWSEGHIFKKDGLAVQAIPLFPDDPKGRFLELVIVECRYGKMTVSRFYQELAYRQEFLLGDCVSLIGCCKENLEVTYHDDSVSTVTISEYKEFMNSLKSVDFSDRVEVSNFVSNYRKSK
MITF act – activators of MITF-driven TRPM1 promoter reporter, primary screen, cell-based, SK-MEL-5, luciferase, single point. SK-MEL-5 TRPM1-promoter luciferase, 24 h; % of positive control, neutral wells = 0. 300,000 tested, 0.75% active. activation, % at 12.5 µM;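 active = mean activation of at least 80% with every replicate also reaching 80%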;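 also: 0% = neutral control wells and 100% = parthenolide positive control wells; values of inactives mirror those of a sister screen read the other way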
Tat transport – E. coli Tat export inhibitors, primary screen, MC4100, TorA-mCherry reporter, fluorescence, single point. inhibition, % at 10 µM. 340,000 tested, 0.036% active. AID 488895, 2010;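 active = mean replicate inhibition at least 50% and at least half of replicates individually reaching 50%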;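 also: exported cargo escapes ClpAP degradation while cytoplasmic cargo is degraded and loses fluorescence; 0% = median of neutral control wells and 100% = median of NaSCN control wells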
RTF Ca sens act – cardiac RTF calcium sensitivity activators, primary screen, biochemical, IANBD-TnC fluorescence, EC20 calcium; AID 493008, 2010; 340,000 tested, 0.24% active; IANBD-labeled TnC RTF fluorescence at EC20 calcium; 0% EC20 calcium, 100% full calcium; activation, % at 7.2 µM; Troponin I, cardiac muscle (Homo sapiens) + Troponin T, cardiac muscle (Homo sapiens) + …;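 active = activation above the mean over all tested compounds plus 3 SD, cut at about 30% in these data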;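 also: rise in fluorescence read as greater calcium sensitivity of cardiac thin filaments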
V-ATPase pHluor – regulators of yeast V-ATPase proton pumping, primary screen, pHLuorin cytosolic pH fluorescence; 350,000 tested, 0.37% active; S. cerevisiae; response, % at 10 µM; AID 504577, 2011; in the data active = response mostly above about 7.3%, no sharp cut-off; inactive = mostly below about 5.4%; also: actives read high; inactives centre near 0; some compounds called inactive have numbers as strong as hits
CDK5 inh – inhibitors of human CDK5/p35 kinase, primary screen, biochemical, single concentration | Recombinant CDK5/p35, ADP-Glo luminescence, 60 min | inhibition, % at 10 µM | AID 488839, 2010 | 330,000 tested, 0.01% active;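 active = highest replicate inhibition of at least 50% and at least 75% of replicates reaching 50%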;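 also: plate controls were DMSO neutral control for no effect and GW8510 at 10 µM for full effect; many of its hits are not listed in these tables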
CAL PDZ FP-2 – CAL PDZ peptide-binding inhibitors, primary screen, biochemical, fluorescence polarization, Cer-tagged CAL PDZ, HTS | purified CAL PDZ, TMR-peptide fluorescence polarization, 1 h | inhibition, % at 20 µM | 330,000 tested, 0.02% active | AID 504414, 2011;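 active = highest replicate inhibition of at least 40%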;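 also: plate controls were DMSO neutral control wells for no effect and unlabeled competitor peptide control wells for full effect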
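Material: tagged CAL PDZ protein CerCALP, purified; buffer or medium: sodium phosphate/NaCl buffer pH 7.4 with TCEP, IgG, Thesit; also added: fluorescent TMR peptide probe; schedule: 1 h incubation at room temperature before polarization reading; technique: fluorescence polarization from S- and P-plane intensities, G-factor corrected; control set: unlabelled peptide and DMSO controls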
Wnt act – Wnt/beta-catenin pathway activators, primary screen, cell-based, plate reader, single point | Wnt/beta-catenin reporter cell assay, activator | activation, % at 9.35 µM | 300,000 tested, 1.2% active; in the data active = activation above about 30%, passing the limit was not always enough;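 also: 0% = neutral control wells and 100% = positive control wells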
Numbers without * were called inactive; & = joins results of further samples.

`CC(=O)Nc1ccc(S(=O)(=O)N(C)c2ccc(OCC(=O)Nc3ccccc3C(C)=O)cc2)cc1` gave dFosB act 8.5, CAL PDZ FP-1 -0.8, Rtt109 HAT inh 5.7, MITF act 16.4, Tat transport 4.2, RTF Ca sens act -3.9, V-ATPase pHluor -2.9, CDK5 inh -0.7, CAL PDZ FP-2 -1.2 and Wnt act 0.2.
Screening CCN(C(=O)COC(=O)c1ccc2c(c1)OCO2)c1c(N)n(Cc2ccccc2)c(=O)[nH]c1=O returned dFosB act 4.9, CAL PDZ FP-1 12.1, Rtt109 HAT inh -16.2, MITF act -4.2, Tat transport 1.5, RTF Ca sens act -1.7, V-ATPase pHluor -0.2, CDK5 inh -0.6, CAL PDZ FP-2 -1.5 and Wnt act 1.2.
Screening O=C1c2ccccc2C(=O)N1OCc1ccccc1[N+](=O)[O-] returned dFosB act 6.7, CAL PDZ FP-1 2.8, Rtt109 HAT inh -1.3, MITF act -4.0, Tat transport 0.5, RTF Ca sens act -2.4, V-ATPase pHluor -0.5, CDK5 inh 1.6, CAL PDZ FP-2 -0.1 and Wnt act 0.6.
`Cc1ccc(NC(=O)CN(C)S(=O)(=O)c2ccc(Cl)s2)c(O)c1` gave dFosB act -5.4, CAL PDZ FP-1 -4.0, Rtt109 HAT inh 6.4, MITF act 35.6, Tat transport 8.4, RTF Ca sens act -3.4, V-ATPase pHluor 0.6, CDK5 inh -0.4, CAL PDZ FP-2 0.5 and Wnt act 13.5.
For NS(=O)(=O)c1cc(C(=O)NCCc2ccccn2)ccc1Cl the results were dFosB act -2.2, CAL PDZ FP-1 9.7, Rtt109 HAT inh 15.3, MITF act -2.2, Tat transport 5.6, RTF Ca sens act 2.2, V-ATPase pHluor -2.5, CDK5 inh -0.3, CAL PDZ FP-2 -0.3 and Wnt act 0.1.
Screening CCNC(=S)N/N=C/c1cn(Cc2ccccc2F)c2ccccc12 returned dFosB act -9.7, CAL PDZ FP-1 3.1, Rtt109 HAT inh -5.4, MITF act 11.7, Tat transport -1.1, RTF Ca sens act -0.3, V-ATPase pHluor -1.4, CDK5 inh -2.0, CAL PDZ FP-2 -2.4 and Wnt act -6.0.
Screening CCOC(=O)c1cc2nc(OCC)nc(OCC)c2[nH]1 returned dFosB act -18.8, CAL PDZ FP-1 40.6*, Rtt109 HAT inh -7.3, MITF act 14.4, Tat transport -7.9, RTF Ca sens act -3.5, V-ATPase pHluor 1.8, CDK5 inh -0.9, CAL PDZ FP-2 0.1 and Wnt act 2.0.
`O=C(NCCOc1ccc2ccccc2c1)c1cncc(Br)c1` gave dFosB act 0.4, CAL PDZ FP-1 2.3, Rtt109 HAT inh 4.9, MITF act 5.5, Tat transport -0.8, RTF Ca sens act 1.2, V-ATPase pHluor 5.4, CDK5 inh -0.3, CAL PDZ FP-2 -1.2 and Wnt act -2.1.
Cc1ccc2nc(-c3ccccc3NC(=O)CCC(=O)O)c(=O)[nH]c2c1 was read as dFosB act 9.4, CAL PDZ FP-1 -3.8, Rtt109 HAT inh -3.3, MITF act 1.2, Tat transport 4.1, RTF Ca sens act 1.9, V-ATPase pHluor -5.7, CDK5 inh -1.4 and Wnt act 2.5.
For CCCNC(=O)COC(=O)/C=C/c1ccc(C)o1 the results were dFosB act -6.4, CAL PDZ FP-1 1.0, Rtt109 HAT inh -0.5, MITF act -1.2, Tat transport -1.7, RTF Ca sens act -5.1, V-ATPase pHluor -2.3, CDK5 inh 0.4, CAL PDZ FP-2 0.0 and Wnt act -0.1.
COc1ccc(OC)c(NC(=O)c2ccc3c(=O)n(CCc4ccccc4)c(=S)[nH]c3c2)c1 was read as dFosB act 2.8, CAL PDZ FP-1 8.7, Rtt109 HAT inh 2.8, MITF act -27.5, Tat transport 1.0, RTF Ca sens act -0.9, V-ATPase pHluor 1.4, CDK5 inh 1.1, CAL PDZ FP-2 -0.9 and Wnt act -3.6.
CC1CCCCN1C(=O)Cn1c(=O)oc2ccccc21 (stereo not given) was read as dFosB act -2.4, CAL PDZ FP-1 -0.8, Rtt109 HAT inh -1.0, MITF act -9.8, Tat transport 11.4, RTF Ca sens act -7.0, V-ATPase pHluor 3.8, CDK5 inh -1.7 and CAL PDZ FP-2 -1.2.
Cc1ccc(CNC(=O)CCc2c(C)[nH]c(=O)c(C#N)c2C)cc1 was read as dFosB act 2.3, CAL PDZ FP-1 -6.9, Rtt109 HAT inh -1.1, MITF act -6.0, Tat transport -10.5, RTF Ca sens act 0.2, V-ATPase pHluor 3.0, CDK5 inh 0.1, CAL PDZ FP-2 -3.4 and Wnt act 1.2.
For Cc1ccc(CNC(=O)c2ccc(CN3CCOCC3)cc2)cc1 the results were dFosB act 3.8, CAL PDZ FP-1 -4.7, Rtt109 HAT inh 0.2, Tat transport -5.0, RTF Ca sens act 8.5, V-ATPase pHluor -3.5, CDK5 inh -0.6 and Wnt act -0.7.
Screening COc1ccc(C(=O)Nc2ccc3[nH]ncc3c2)cc1 returned dFosB act 0.5, CAL PDZ FP-1 -1.0, Rtt109 HAT inh -2.0, Tat transport -1.7, RTF Ca sens act -5.0, V-ATPase pHluor 1.5, CDK5 inh 0.2, CAL PDZ FP-2 -1.3 and Wnt act 0.4.
For Cc1cc(C)nc(SCC(=O)Nc2ccc(S(=O)(=O)Nc3onc(C)c3C)cc2)n1 the results were dFosB act -2.1, CAL PDZ FP-1 6.4, Rtt109 HAT inh 20.1, MITF act 9.0, Tat transport 8.9, RTF Ca sens act 3.7, V-ATPase pHluor -0.8, CDK5 inh 1.6, CAL PDZ FP-2 -0.5 and Wnt act -3.8&-0.2.
For COc1cccc(CC(=O)OCC(=O)NNC(=O)c2ccc(Br)cc2)c1 the results were dFosB act 2.8, CAL PDZ FP-1 -1.5, Rtt109 HAT inh -6.7, MITF act 0.6, Tat transport 20.8, RTF Ca sens act 1.2, V-ATPase pHluor -1.6, CDK5 inh -0.5, CAL PDZ FP-2 -2.5 and Wnt act -1.5.
For CC(C)(C)c1ccc(OCc2ccc(C(=O)NN)o2)cc1 the results were dFosB act -12.1, CAL PDZ FP-1 -7.0, Rtt109 HAT inh -7.6, MITF act 58.2, Tat transport 2.9, RTF Ca sens act 2.9, V-ATPase pHluor 3.6, CDK5 inh -0.7, CAL PDZ FP-2 -0.8 and Wnt act -1.1.
Screening CC(C)CN(CC(C)C)C(=O)C12CCC(C)(C(=O)O1)C2(C)C (stereo not given) returned dFosB act -5.3, CAL PDZ FP-1 1.8, Rtt109 HAT inh -3.0, MITF act -2.0, Tat transport 3.1, RTF Ca sens act 0.1, V-ATPase pHluor -0.9, CDK5 inh 1.5, CAL PDZ FP-2 -0.3 and Wnt act 1.6.
C=CCNc1nnc(-c2ccncc2)s1 was read as dFosB act -4.1, CAL PDZ FP-1 -2.4, Rtt109 HAT inh 1.9, MITF act 7.8, Tat transport -3.8, RTF Ca sens act -0.3, V-ATPase pHluor 0.8, CDK5 inh -2.5 and CAL PDZ FP-2 -0.1.
For COc1cc2c(cc1OC)C(c1ccc(-c3cc(Cl)ccc3Cl)o1)=NCC2 the results were dFosB act 2.1, CAL PDZ FP-1 0.2, Rtt109 HAT inh -10.6, MITF act -28.0, Tat transport 21.4, RTF Ca sens act 7.9, V-ATPase pHluor -2.8, CDK5 inh -2.1, CAL PDZ FP-2 0.1 and Wnt act -4.3.
`CCCOc1ccc(CN(CCO)CCO)cc1C(=O)OC` gave dFosB act -1.6, CAL PDZ FP-1 0.0, Rtt109 HAT inh 3.4, MITF act -17.3, Tat transport 10.8, RTF Ca sens act 0.6, V-ATPase pHluor -1.6, CDK5 inh 0.2, CAL PDZ FP-2 -0.6 and Wnt act -1.6.
For CCC/C=N/NC(=O)CNC(=O)c1ccccc1Cl the results were dFosB act 0.0, CAL PDZ FP-1 -0.1, Rtt109 HAT inh -4.5, MITF act -3.7, Tat transport 3.4, RTF Ca sens act 6.4, V-ATPase pHluor 0.5, CDK5 inh -1.8, CAL PDZ FP-2 -2.8 and Wnt act -2.6.
CC(C)CN(C1CCS(=O)(=O)C1)S(=O)(=O)c1ccc(C(C)C)cc1 (stereo not given) was read as dFosB act -6.0, CAL PDZ FP-1 -2.7, Rtt109 HAT inh -1.8, MITF act 1.2, Tat transport -4.8, RTF Ca sens act -0.8, V-ATPase pHluor 1.5, CDK5 inh -0.2, CAL PDZ FP-2 -0.6 and Wnt act -1.3.

As a working copy, some entries already given:
For COc1cccc(CC(=O)OCC(=O)NNC(=O)c2ccc(Br)cc2)c1 the results were dFosB act 2.8, CAL PDZ FP-1 -1.5, Rtt109 HAT inh -6.7, MITF act 0.6, Tat transport 20.8, RTF Ca sens act 1.2, V-ATPase pHluor -1.6, CDK5 inh -0.5, CAL PDZ FP-2 -2.5 and Wnt act -1.5.
For CC(C)(C)c1ccc(OCc2ccc(C(=O)NN)o2)cc1 the results were dFosB act -12.1, CAL PDZ FP-1 -7.0, Rtt109 HAT inh -7.6, MITF act 58.2, Tat transport 2.9, RTF Ca sens act 2.9, V-ATPase pHluor 3.6, CDK5 inh -0.7, CAL PDZ FP-2 -0.8 and Wnt act -1.1.

(list continues)
For O=c1c2c(nc3nc(CCc4ccccc4)[nH]n13)CCC2 the results were dFosB act -0.9, CAL PDZ FP-1 -0.6, Rtt109 HAT inh -2.2, MITF act 2.3, Tat transport 27.7, RTF Ca sens act 0.0, V-ATPase pHluor 0.2, CDK5 inh -1.8, CAL PDZ FP-2 -1.3 and Wnt act -0.7.
`CCCC(C)NC(=S)NC(=O)c1cc(S(=O)(=O)N2CCOCC2)ccc1C` (stereo not given) gave dFosB act -8.8, CAL PDZ FP-1 0.9, Rtt109 HAT inh 9.6, MITF act -8.6, Tat transport 7.5, RTF Ca sens act 5.1, V-ATPase pHluor 4.7, CDK5 inh -0.9 and CAL PDZ FP-2 -2.4.
COc1cccc(CNC(=O)CCNS(=O)(=O)c2ccc3c(c2)oc(=O)n3C)c1 was read as dFosB act 3.3, CAL PDZ FP-1 -0.4, Rtt109 HAT inh 1.8, MITF act 1.5, Tat transport 0.4, RTF Ca sens act -4.7, V-ATPase pHluor -0.2, CDK5 inh 0.9, CAL PDZ FP-2 -2.4 and Wnt act -0.8.
COc1cccc(NC(=O)NCc2ccccc2F)c1 was read as dFosB act -7.1, CAL PDZ FP-1 -0.4, Rtt109 HAT inh -0.5, MITF act 24.9, Tat transport -1.2, RTF Ca sens act 6.8, V-ATPase pHluor -0.6, CDK5 inh 0.1, CAL PDZ FP-2 -1.7 and Wnt act 7.2.
